Compound activity: PubChem, several laboratories
Runt-CBFb FRET: inhibitors of human RUNX1 Runt domain binding to CBFb; hit rate 0.46% among 220,000; Cerulean-Runt/Venus-CBFb FRET ratio 530/480, 1 h; Q01196+Q13951; inhibition, % at 20 µM; AID 1496;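 active = inhibition over about 50% at 20 µM in the single-dose screen, limit read from the data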;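 note: 0% = DMSO wells and 100% = excess unlabeled CBFb competitor control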
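Schedule: protein complex preformed 1 h, compound exposure 1 h, room temperature, dark; test system: Cerulean-labeled Runt domain protein; amount: 100 nM per protein; buffer or medium: Tris 50 mM pH 7.5, KCl, K2SO4, 0.01% BSA; read-out: loss of energy transfer signal; detection: FRET fluorescence; controls: 5 µM unlabeled CBFb as full-inhibition high control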
PGE2 EP2 inh: inhibitors of human EP2 prostaglandin E2 receptor; inhibition, % at 25 µM; C6 glioma cells expressing human EP2, cAMP TR-FRET; cells stimulated with saturating PGE2; hit rate 0.52% among 260,000;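 active = percent inhibition above 40 after rounding to a whole number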;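 note: rat C6 glioma host cells with rolipram phosphodiesterase inhibitor present; the protocol text gives 20 µM as final concentration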
Target sequence (P43116 whole entry, looked up): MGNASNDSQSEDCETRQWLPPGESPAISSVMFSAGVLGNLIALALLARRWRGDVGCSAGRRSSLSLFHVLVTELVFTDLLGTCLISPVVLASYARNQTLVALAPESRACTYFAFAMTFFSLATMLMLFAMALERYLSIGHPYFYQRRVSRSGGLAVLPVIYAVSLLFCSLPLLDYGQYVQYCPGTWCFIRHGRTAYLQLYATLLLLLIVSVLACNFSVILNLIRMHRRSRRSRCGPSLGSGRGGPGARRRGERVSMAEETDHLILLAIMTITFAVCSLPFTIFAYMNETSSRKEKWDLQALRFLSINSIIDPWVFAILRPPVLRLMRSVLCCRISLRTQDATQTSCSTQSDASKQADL
RBBP9 inh: inhibitors of human serine hydrolase RBBP9; inhibition, % at 7.94 µM; hit rate 0.2% among 220,000; recombinant RBBP9, FP-Rh probe fluorescence polarization; O75884;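 active = inhibition above the campaign mean of all tested compounds plus 3 SD, cut at about 14% in these data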;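 note: plate controls were DMSO wells with RBBP9 for no effect and wells lacking RBBP9 protein for full effect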
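Measured by: FP readout at 525/598 nm; material: recombinant human RBBP9; also added: Serine-hydrolase probe FP-Rh, 375 nM pre-mixing; medium: Tris buffer pH 8.0, NaCl, Pluronic; replication: one well per compound; doses: one concentration, 7.94 µM nominal, 0.794% DMSO; timing: preincubation 30 min plus labeling 45 min at 25 °C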
Hck-Nef inh: inhibitors of human Hck kinase activated by Nef. P08631. Recombinant Hck-YEEI plus Nef, Z-Lyte FRET kinase assay. inhibition, % at 20 µM. hit rate 0.68% among 220,000;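 active = Hck-Nef kinase inhibition above about 50%, limit read from the data; inactive = inhibition below that limit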;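 note: 0% = DMSO with Hck plus Nef and 100% = Hck alone without Nef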
Target sequence (P08631 whole entry, looked up): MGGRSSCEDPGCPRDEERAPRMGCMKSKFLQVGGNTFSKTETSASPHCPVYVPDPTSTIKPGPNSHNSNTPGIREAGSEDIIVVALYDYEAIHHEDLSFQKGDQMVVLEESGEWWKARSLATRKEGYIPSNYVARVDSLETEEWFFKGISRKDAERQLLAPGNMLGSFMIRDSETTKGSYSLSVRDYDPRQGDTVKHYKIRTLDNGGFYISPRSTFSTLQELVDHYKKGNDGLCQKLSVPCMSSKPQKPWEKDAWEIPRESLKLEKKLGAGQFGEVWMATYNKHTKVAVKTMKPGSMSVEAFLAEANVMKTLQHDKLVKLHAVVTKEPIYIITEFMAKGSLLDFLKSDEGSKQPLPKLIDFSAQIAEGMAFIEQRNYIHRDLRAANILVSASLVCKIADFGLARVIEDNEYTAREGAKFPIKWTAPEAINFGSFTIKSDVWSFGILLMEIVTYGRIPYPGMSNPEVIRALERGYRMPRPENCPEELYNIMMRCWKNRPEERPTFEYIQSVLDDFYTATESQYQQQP
PERK inh: inhibitors of human PERK kinase. CHO PERK-DD fusion, SEAP luminescence translation reporter. inhibition, % at 5.6 µM. hit rate 0.17% among 220,000. AID 1416;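 active = inhibition above the mean inhibition of all tested compounds plus 3 SD, set separately per screening campaign, cut at about 2.9% in these data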;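 note: PERK kinase domain activated by AP20187 dimerizer at 100 nM; 0% = DMSO with dimerizer and 100% = rapamycin at 8.4 µM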
zVAD death inh: blocks zVAD induced death of L929 cells | L929 zVAD necroptosis rescue, ATP luminescence, 24 h; with zVAD 60 µM | viability rescue, % at 10 µM | hit rate 0.38% among 220,000 | AID 1377;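 active = activation, scaled between plate controls, above about 75%, limit read from the data; inactive = activation under that limit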;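 note: 0% = zVAD with DMSO and 100% = DMSO alone without zVAD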
Runt-SMMHC FRET: inhibitors of human RUNX1 Runt domain binding to CBFb-SMMHC | Cerulean-Runt/Venus-CBFb-SMMHC FRET ratio 530/480, 1 h | inhibition, % at 20 µM | hit rate 0.74% among 220,000;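 active = mean inhibition across duplicate retests at 20 µM reaching about 50%, limit read from the data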;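 note: 0% = DMSO wells and 100% = wells with excess untagged CBFb-SMMHC; inhibitors lower the FRET ratio by blocking Runt binding to CBFb-SMMHC; some results filed as inactive read as strong as hits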
TNF death inh: blocks TNF-alpha induced death of Jurkat FADD-/- cells; Jurkat FADD-/- TNF necroptosis rescue, ATP luminescence, 24 h; 0 = TNF only, 100 = no-TNF cells; activation (protection from cell death), % at 10 µM; hit rate 0.068% among 220,000; AID 463075;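 active = activation, meaning protection from cell death, of at least 50% relative to plate controls; inactive = activation below 50%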;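 note: necroptosis triggered by 40 ng/mL TNF-alpha added together with compound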
EP2 mod: modulators of human EP2 prostaglandin E2 receptor; P43116; EP2-expressing cells, cAMP HTRF FRET, PGE2 co-stimulation; induction, % at 25 µM; hit rate 0.83% among 260,000;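 active = compounds whose cAMP rise, as percent of the full-agonist control response, exceeds 60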;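 note: rat C6 glioma line stably carrying human EP2 under a CMV promoter; the protocol text gives 20 µM as final concentration; 100% = response of wells given 1 µM PGE2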
* marks the source's active call; other numbers are inactive results; / = not tested or not shown.

canonical_smiles	Runt-CBFb FRET	PGE2 EP2 inh	RBBP9 inh	Hck-Nef inh	PERK inh	zVAD death inh	Runt-SMMHC FRET	TNF death inh	EP2 mod
CCc1ccc(NC(=O)CSc2nc3ccccc3c(=O)n2CCCN2CCC(C)CC2)cc1	-1	8	-7	10	1.5	7.8	4	-2.6	14
Cc1nn(Cc2cccc(C(=O)N3CCCC(C)C3)c2)c(C)c1[N+](=O)[O-] (stereo not drawn)	0	7	-4	4	-1.2	-0.1	4	0.0	10
Cc1ccc(CNC(=O)c2ccc3nc4[nH]c5ccccc5c4nc3c2)cc1	-32	4	-10	10	0.9	6.5	-65	3.0	-66
CCN(CC)S(=O)(=O)c1ccc(C)c(C)c1	0	4	-7	0	-0.3	0.2	0	-1.2	10
O=C(Oc1ccccc1O)c1cccc2ccccc12	2	12	-4	23	1.4	48	3	-5.8	-16
COc1ccc(/C(O)=C2\C(=O)C(=O)N(CCN(C)C)C2c2cccc(OC)c2OC)cc1 (stereo not drawn)	-1	6	-10	3	0.4	/	0	0.3	30
O=C(Oc1cccc(Nc2ncnc3ccccc23)c1)c1cccnc1	2	9	0	31	0.7	6.0	-2	1.6	-76
CCOc1ncccc1C(=O)Nc1ccc(Cl)c(S(=O)(=O)N2CCCC2)c1	-2	2	-9	-11	-0.1	-1.9	-2	-0.4	-20
CCN1CCN(CCOc2ccccc2OCc2ccccc2)CC1	-1	2	-6	22	-0.3	-0.6	-1	1.3	26
Nc1nc(-c2ccccc2)cn1/N=C/c1ccccc1	2	10	-6	28	-1.2	0.6	0	-1.6	-41
Cc1ccc(Cl)cc1NC(=O)Cn1cccc1	1	8	-7	-1	0.4	1.0	3	1.2	26
Cc1ccc(NC(=S)NCc2ccc3c(c2)cc(C)n3C)c(C)c1	0	4	-9	16	0.9	-0.2	-6	-17	-52
O=C(NCCC1=CCCCC1)C1CCN(S(=O)(=O)N2CCCC2)CC1	0	7	-2	28	0.6	4.1	2	0.2	-13
NS(=O)(=O)c1cccc(-n2cnnn2)c1	-2	4	-11	8	1.0	-0.3	1	1.8	-13
CCc1ccc(NS(=O)(=O)c2ccc3[nH]c(=O)[nH]c3c2)cc1	-2	1	1	13	0.3	-0.7	-2	-1.6	-44
CCOC(=O)c1ccc(NC(=O)CN2CCN(CCN=CC3=C(O)CC(C)(C)CC3=O)CC2)cc1	-4	2	-4	0	-0.1	2.8	0	-0.7	34
CCCC(=O)Nc1ccc(Br)c(Cl)c1	0	13	-8	-17	1.2	0.0	2	2.1	-18
CCOC(=O)c1cc(-c2ccc(C#N)cc2)nc2c1c(C)nn2CCC#N	1	12	-7	-2	-0.4	-1.0	0	-2.1	13
CCN=C1SC(C(=O)NCCc2ccccc2)CC(=O)N1CC (stereo not drawn)	12	11	-1	6	-0.6	1.9	1	0.5	0
CCCCNc1cc(C)nc(N2CCOCC2)n1	2	5	4	-1	0.3	0.4	-2	0.1	11
Cc1ccc(S(=O)(=O)N(CC(=O)N2CCC(C)CC2)c2ccccc2)cc1	-1	9	-8	13	0.0	-0.8	0	0.5	10
CC1(C)c2ccccc2-n2c1cc1oc(=O)cc(O)c1c2=O	3	12	9	13	0.0	2.3	-9	-0.5	-7
Cc1ccccc1C(C(=O)NC1CCCCC1)N(C(=O)CNC(=O)c1ccco1)c1cccnc1 (stereo not drawn)	0	10	-6	21	0.0	0.0	1	-1.3	10
Cc1ccc(CCN2CC(C(=O)NCCCN3CCN(C)CC3)CC2=O)cc1 (stereo not drawn)	4	7	-11	-1	0.3	0.6	-4	-0.2	12
Cc1ccc(NS(=O)(=O)c2ccc(CCC(=O)N3CCCC3)cc2)cc1	-2	3	-6	14	-0.2	-1.9	-2	-0.1	-9

Complete entries, looked up by structure.
CCOC(=O)c1ccc(NC(=O)CN2CCN(CCN=CC3=C(O)CC(C)(C)CC3=O)CC2)cc1 is entered as Runt-CBFb FRET = -4; PGE2 EP2 inh = 2; RBBP9 inh = -4; Hck-Nef inh = 0; PERK inh = -0.1; zVAD death inh = 2.8; Runt-SMMHC FRET = 0; TNF death inh = -0.7; EP2 mod = 34
Cc1ccc(CNC(=O)c2ccc3nc4[nH]c5ccccc5c4nc3c2)cc1 is entered as Runt-CBFb FRET = -32; PGE2 EP2 inh = 4; RBBP9 inh = -10; Hck-Nef inh = 10; PERK inh = 0.9; zVAD death inh = 6.5; Runt-SMMHC FRET = -65; TNF death inh = 3.0; EP2 mod = -66
Cc1ccccc1C(C(=O)NC1CCCCC1)N(C(=O)CNC(=O)c1ccco1)c1cccnc1 (stereo not drawn) is entered as Runt-CBFb FRET = 0; PGE2 EP2 inh = 10; RBBP9 inh = -6; Hck-Nef inh = 21; PERK inh = 0.0; zVAD death inh = 0.0; Runt-SMMHC FRET = 1; TNF death inh = -1.3; EP2 mod = 10

The list continues:
canonical_smiles	Runt-CBFb FRET	PGE2 EP2 inh	RBBP9 inh	Hck-Nef inh	PERK inh	zVAD death inh	Runt-SMMHC FRET	TNF death inh	EP2 mod
NC(=O)C[C@@H]1N[C@]2(C(=O)Nc3ccccc32)[C@@H]2C(=O)N(C3CCCCC3)C(=O)[C@H]12	2	5	-5	2	0.7	0.4	-1	-0.5	4
COc1cc(/C=C2/SC(=S)N(CC(=O)O)C2=O)ccc1OC(=O)c1cccs1	-4	9	-17	3	-0.1	-1.1	-5	-0.4	-55
CN(C)S(=O)(=O)c1ccc(S(=O)(=O)Nc2ccc3c(c2)oc2ccccc23)cc1	-3	13	-14	0	0.4	0.4	1	-0.2	-2
CCN(c1ccccc1)S(=O)(=O)c1ccc(C(=O)Nc2nnc(COC)o2)cc1	1	6	-7	0	0.4	0.8	3	-0.7	18
Cc1cc(C)cc(N(CC(=O)NC2CCC(C)CC2)S(=O)(=O)c2c(C)[nH]c(=O)[nH]c2=O)c1 (stereo not drawn)	-3	6	-4	9	0.3	1.1	-2	2.5	0
CC(NC(=O)c1ccc(CS(=O)(=O)Cc2ccccc2F)o1)c1ccc2c(c1)OCCO2 (stereo not drawn)	0	3	-2	-1	-0.5	0.8	0	0.7	-13
COc1ccc(/C=N/NC(=O)c2ccc(N(C)S(=O)(=O)c3ccccc3)cc2)cc1	0	5	-2	-2	0.9	3.5	-4	-2.7	-46
CC(=O)NCCCc1nc2ccccc2n1Cc1ccccc1C	1	2	-10	1	-0.4	-0.1	5	-1.3	12
COC(=O)c1ccc(CSc2nc(N)cc(N)n2)cc1	-2	9	-7	11	0.1	0.1	2	-1.3	4
O=C(COc1cccc(Cl)c1Cl)Nc1ccc2c(c1)CCC2	63*	7	-7	0	1.2	0.4	-13	1.0	2
COc1cccc(NC(=O)C2CCC(CNS(=O)(=O)c3cccs3)CC2)c1 (stereo not drawn)	-1	5	-2	-7	0.9	2.3	0	2.4	-34
O=C(NNC(=O)c1cnccc1C(F)(F)F)c1ccccc1	0	11	0	19	1.7	-0.6	2	2.6	-13
CCOC(=O)C1=C(c2ccccc2)NC(SCC(N)=O)=C(C#N)C1c1cccnc1 (stereo not drawn)	3	10	-5	1	0.9	0.1	-1	-1.2	0
Cc1ccc(NC(=O)CSc2nc(N)cc(N)n2)cc1S(=O)(=O)N1CCOCC1	1	8	2	0	1.9	0.2	-8	0.5	-9
COCc1cc(=O)[nH]c(/N=C(\N)Nc2ccc(Cl)c(Cl)c2)n1	-3	13	5	14	1.4	-0.8	-1	2.8	-34
CC(C)C(=O)Nc1c(C(=O)c2ccc(F)cc2)oc2ccccc12	-2	12	-2	2	-0.3	0.0	0	0.0	24
COc1cc(-c2nc(-c3ccc(-c4ccccc4)nc3OC)no2)cc(OC)c1OC	0	13	/	/	/	/	-8	/	48
CC1CCCCN1C(=O)CSc1nnc(-c2cccnc2)n1C1CCCCC1 (stereo not drawn)	1	6	-8	6	-0.6	0.4	1	-0.9	26
CCOc1cc(CNc2ncnc3nc[nH]c23)ccc1OC	2	11	-9	-5	0.1	1.0	2	-0.4	2
COC(=O)\C(C(C)=O)=C(/C=C/C=C/C=C/N(C)C)N(C)C	/	9	-7	0	-0.4	0.1	-2	-4.2	-6
O=C(COC(=O)C1CCN(S(=O)(=O)c2cccc3cccnc23)CC1)c1ccccc1	2	5	-9	2	0.1	0.1	-1	-0.4	-18
CCOCCCNC(=O)c1cn(C)c2ccc(S(=O)(=O)N(C)C3CCCCC3)cc2c1=O	0	/	-5	1	0.5	-0.4	-4	1.4	-12

Reformatted: results already given
Under each structure: Runt-CBFb FRET | PGE2 EP2 inh | RBBP9 inh | Hck-Nef inh | PERK inh | zVAD death inh | Runt-SMMHC FRET | TNF death inh | EP2 mod
CC1CCCCN1C(=O)CSc1nnc(-c2cccnc2)n1C1CCCCC1 (stereo not drawn)
→ 1 | 6 | -8 | 6 | -0.6 | 0.4 | 1 | -0.9 | 26
CCOCCCNC(=O)c1cn(C)c2ccc(S(=O)(=O)N(C)C3CCCCC3)cc2c1=O
→ 0 | / | -5 | 1 | 0.5 | -0.4 | -4 | 1.4 | -12

Only part of the results is shown; count on the stated rates, not on these rows.
